# Assay outcomes as filed in PubChem BioAssay.
# ARFGAP1 inhibitor = rat ARFGAP1 inhibition | Q62848 | AID 651572 | inhibition, % at 16.5 µM | hit rate 0.26% among 360,000 | Arfgap1-stimulated ARF1 GTP hydrolysis, GDP FP detection;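 active = inhibition above a per-plate limit, mean inhibition of low control wells plus 3 SD, cut at about 25% in these data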;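 note: 0% = DMSO wells with enzyme and 100% = wells lacking Arfgap1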
#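 System: truncated rat Arfgap1 GAP domain / Benchmarks: high control wells lacking Arfgap1, low control full reaction with DMSO / Times: compound-enzyme preincubation 20 min, reaction 120 min, detection 60 min, 25 °C / Repeats: one replicate per compound / Also added: human ARF1(Δ1-17)-GTP substrate / Measured by: Tracer-displacement fluorescence polarization with EDTA stop, 620/688 nm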
# PLC-beta3 inh = blocks human PLC-beta3 enzyme activity. Purified PLC-beta3, fluorogenic substrate, fluorescence. inhibition, % at 12.2 µM. hit rate 0.18% among 370,000. AID 720704; in the data active = inhibition above about 11%;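 note: 0% = median of compound wells on plate and 100% = full blocker control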
# DDE Tn7 FP inh = DD(E)-Tn7 binding inhibition, primary FP screen | P02675 | FP displacement of FITC-Tn7 peptide from fibrin DD(E); 0% = median of compound wells per plate | inhibition, % at 8.3 µM | hit rate 0.13% among 370,000 | AID 720508;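 active = inhibition above the mean of compounds falling within the control limits plus 3 SD of them, cut at about 14% in these data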;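 note: 0% = plate median of compound wells and 100% = 10 µM Aha-Tn7 peptide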
#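 Assay system: human fibrin DD(E) protein / Input: 2 µM fibrin DD(E) / Benchmarks: high control of 10 µM Aha-Tn7 peptide / Measured by: fluorescence polarization of the labelled Tn7 tracer / Medium: Tris buffer with calcium and detergent, pH 7.8 / Timing: 10 min compound pre-incubation, 3 h probe incubation at room temperature / Repeats: one replicate per compound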
# ADAM17 inh = ADAM17 inhibition, QFRET primary screen; P78536; recombinant ADAM17, EDANS/DABCYL FRET peptide cleavage; inhibition, % at 6.95 µM; hit rate 0.83% among 370,000;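 active = inhibition above the mean of compounds lying between control limits plus 3 SD, set per campaign, cut at about 8.5% in these data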;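 note: 0% = DMSO-only wells as the low control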
# Target sequence (P78536 215-824 limits assumed): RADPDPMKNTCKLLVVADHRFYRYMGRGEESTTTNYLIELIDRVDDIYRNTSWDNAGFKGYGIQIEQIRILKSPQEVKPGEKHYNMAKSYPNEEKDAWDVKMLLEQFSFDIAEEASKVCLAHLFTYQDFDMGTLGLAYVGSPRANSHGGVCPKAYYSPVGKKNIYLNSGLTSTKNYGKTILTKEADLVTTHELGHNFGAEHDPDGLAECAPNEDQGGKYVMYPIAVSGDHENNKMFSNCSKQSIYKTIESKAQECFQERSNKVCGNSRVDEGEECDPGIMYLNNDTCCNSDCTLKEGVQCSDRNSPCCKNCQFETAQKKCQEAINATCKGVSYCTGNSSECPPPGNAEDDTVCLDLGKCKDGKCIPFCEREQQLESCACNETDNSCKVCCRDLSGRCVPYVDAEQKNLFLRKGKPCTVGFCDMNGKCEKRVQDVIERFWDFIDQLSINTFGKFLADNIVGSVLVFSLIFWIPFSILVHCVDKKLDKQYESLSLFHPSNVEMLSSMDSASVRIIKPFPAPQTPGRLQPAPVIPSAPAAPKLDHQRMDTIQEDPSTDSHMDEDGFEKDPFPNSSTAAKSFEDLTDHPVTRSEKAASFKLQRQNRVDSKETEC
# PLCg1 inh = PLC-gamma1 (human) inhibition, primary screen; purified PLC-gamma1, fluorogenic substrate, fluorescence; inhibition, % at 12.2 µM; hit rate 0.84% among 370,000; AID 720700; in the data active = inhibition above about 9.5%
# UHRF1 MBD2 ctr = human UHRF1 methylated DNA binding inhibitors. Q96T88. UHRF1 binding to methylated oligo, TR-FRET. inhibition, % at 4.4 µM. hit rate 0.75% among 370,000; in the data active = inhibition above about 21%;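 note: UHRF1 SRA domain binding a hemimethylated CpG hairpin DNA probe; 0% = median of test compound wells and 100% = reference inhibitor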
# MBD2 DNA inh = MBD2-methylated oligo binding inhibition; Q9UBB5; inhibition, % at 4.4 µM; TR-FRET, MBD2 binding to methylated oligonucleotide; hit rate 0.31% among 370,000; in the data active = inhibition above about 13%
# Target sequence (Q9UBB5 whole entry, looked up): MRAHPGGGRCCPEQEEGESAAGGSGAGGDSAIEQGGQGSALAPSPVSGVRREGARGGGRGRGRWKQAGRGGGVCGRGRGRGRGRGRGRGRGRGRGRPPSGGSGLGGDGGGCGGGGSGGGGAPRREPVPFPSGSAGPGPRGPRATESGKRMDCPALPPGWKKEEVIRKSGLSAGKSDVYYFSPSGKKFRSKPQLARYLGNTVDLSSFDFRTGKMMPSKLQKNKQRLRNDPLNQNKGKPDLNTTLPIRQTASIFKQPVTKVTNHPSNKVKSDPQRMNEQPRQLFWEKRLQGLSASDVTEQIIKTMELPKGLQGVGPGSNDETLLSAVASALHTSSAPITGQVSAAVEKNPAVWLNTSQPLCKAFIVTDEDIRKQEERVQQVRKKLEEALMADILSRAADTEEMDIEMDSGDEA
# ASAP1 GAP inh = ASAP1 ArfGAP inhibition | Q9ULH1 | AID 624377 | hit rate 0.19% among 360,000 | ASAP1-stimulated ARF1 GTP hydrolysis, GDP FP detection | inhibition, % at 16.5 µM; in the data active = inhibition above about 25%;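 note: 0% = vehicle with enzyme and substrate and 100% = no enzyme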
# proKLK7 act = activates the human kallikrein-7 zymogen; hit rate 0.9% among 370,000; P49862; activation, % at 7 µM; purified proKLK7, EDANS-DABCYL substrate fluorescence; 100% is mature enzyme control, 0% vehicle;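 active = activation above the mean of all tested compounds plus 3 SD, computed per campaign excluding outliers beyond control limits, cut at about 13% in these data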
# DDE Tn6 FP inh = DD(E)-Tn6 binding inhibition, primary FP screen; P02675; Fibrin DD(E) TRITC-Tn6 fluorescence polarization displacement; inhibition, % at 8.3 µM; hit rate 0.21% among 370,000; AID 720509;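 active = inhibition above a per-campaign cutoff: mean of compounds within control limits plus 3 SD, cut at about 15% in these data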;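 note: 0% = median of all compound wells on the plate and 100% = blocking peptide control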
# * marks the source's active call; other numbers are inactive results; i = inactive; x = not tested or not shown.
ARFGAP1 inhibitor,PLC-beta3 inh,DDE Tn7 FP inh,ADAM17 inh,PLCg1 inh,UHRF1 MBD2 ctr,MBD2 DNA inh,ASAP1 GAP inh,proKLK7 act,DDE Tn6 FP inh,mol
1,-18,-2,-5,-2,1,1,-1,-0.5,2,COc1ccccc1CN1CCNC(=O)C1CC(=O)NC1CCCCCC1 (stereo unspecified)
0,2,-1,-2,-1,-2,-1,2,-0.3,1,O=C(O)CCc1nc(-c2cccs2)no1
x,2,-6,1,-1,4,3,x,-1.0,-9,Cc1ccc2c(c1)N(CCCC(=O)N(C)Cc1ccccc1F)C(=O)CO2
2,-8,-10,-23,-11,-1,-2,6,0.3,5,COc1ccc2[nH]c(=O)c(C(c3nnnn3CC3CCCO3)N3CCCCC3)cc2c1 (stereo unspecified)
6,1,-5,-1,5,0,0,-7,-0.2,7,COC(=O)C1C(=O)CC(C)(O)C(C(=O)OC)C1/C=C/c1ccccc1 (stereo unspecified)
-8,0,3,-3,-1,1,2,5,0.6,-2,CC1Cc2ccccc2N1C(=O)CCn1c(=O)oc2ccccc21 (stereo unspecified)
10,i,6,-74,-472,-3,2,5,-154,-5,CCn1nc(NC(=O)c2ccco2)c2cc3ccc(C)cc3nc21
2,1,7,-3,3,-1,2,-14,-0.3,5,O=C(Cn1cncn1)c1ccccc1Br
19,-10,-4,-3,1,6,4,-5,-0.2,-3,COCCN(C(=O)CSc1nnc(-c2ccccc2F)n1C)c1c(N)n(Cc2ccccc2)c(=O)[nH]c1=O
-2,7,-3,3,7,2,13*,4,0.9,11,CC(=O)Nc1nc(-c2ccccc2)ns1
-3,-1,10,-4,0,1,5,15,-0.1,-1,CC(C)(C)C1CCc2c(C(=O)NNC(=O)CCC(=O)O)csc2C1 (stereo unspecified)
-4,2,-3,3,3,7,-4,-5,-1.0,-6,CCn1c(-c2ccccc2Cl)nn(CC(=O)Nc2ccccc2C)c1=S
-3,0,6,0,1,1,2,-5,0.6,7,O=C(CCC(=O)c1cccs1)OCC(=O)c1ccc(F)cc1
4,-2,-2,-5,2,-2,0,-6,-0.2,0,Cc1ccc(S(=O)(=O)Oc2ccc(/C=N/NC(=O)c3c(Cl)cnn3C)cc2)cc1
-10,6,-3,-1,-1,1,2,-8,0.3,-12,O=C(Nc1cccc(Cl)c1Cl)C1CCCC1
-2,i,-7,-129,-423,0,3,0,3.7,6,CCN(CC)Cc1c(O)ccc2c(=O)c(-c3ccc4c(c3)OCCO4)coc12
0,5,-6,1,3,0,-4,1,0.2,-6,Cc1ccc(OCCn2nc3ccccc3n2)c(C)c1
3,-10,8,-5,0,-1,-2,-6,0.0,-2,N/C(Cc1cccc2ccccc12)=N\OC(=O)c1ccc(Br)o1
-1,0,-8,-1,3,2,-3,3,1.1,5,CN(CC(=O)Nc1cccc(S(=O)(=O)N(C)C)c1)Cc1ccccc1
0,-2,3,-10,3,1,5,1,0.5,7,CCCn1c(N)c(N(CCOC)C(=O)CSCC(=O)Nc2ccc(C)cc2)c(=O)[nH]c1=O
-5,-8,3,3,-7,0,2,-15,-0.1,3,CC1(C(=O)Nc2cccc(Oc3ccccc3)c2)CCN1Cc1cc2ccccc2o1 (stereo unspecified)
-1,-31,5,-17,-23,-5,-6,-4,0.0,6,COCCn1nnnc1C(c1cc2ccc(OC)cc2[nH]c1=O)N1CCN(C2CCCCC2)CC1 (stereo unspecified)
-9,-2,-4,-4,-1,0,2,-16,-1.1,0,COc1ccc(C(C)(O)c2nc(-c3cccc(C(=O)O)c3)cs2)cc1 (stereo unspecified)
0,2,5,-1,0,1,-2,2,0.2,-3,O=C(N/N=C1/CCSC1)c1cccc([N+](=O)[O-])c1
-1,4,-5,2,2,-1,-9,7,-0.2,0,C/C(CCC(C)C)=N\NC(=S)NCc1ccccc1

# Results in MBD2 DNA inh, for some of the entries so far:
Compound | MBD2 DNA inh
CCN(CC)Cc1c(O)ccc2c(=O)c(-c3ccc4c(c3)OCCO4)coc12 | 3
Cc1ccc(OCCn2nc3ccccc3n2)c(C)c1 | -4
N/C(Cc1cccc2ccccc12)=N\OC(=O)c1ccc(Br)o1 | -2
CN(CC(=O)Nc1cccc(S(=O)(=O)N(C)C)c1)Cc1ccccc1 | -3
CCCn1c(N)c(N(CCOC)C(=O)CSCC(=O)Nc2ccc(C)cc2)c(=O)[nH]c1=O | 5

# Remaining list, next part:
ARFGAP1 inhibitor,PLC-beta3 inh,DDE Tn7 FP inh,ADAM17 inh,PLCg1 inh,UHRF1 MBD2 ctr,MBD2 DNA inh,ASAP1 GAP inh,proKLK7 act,DDE Tn6 FP inh,mol
18,-7,3,-4,0,18,10,4,1.1,-7,O=C(NC1CC1)c1ccc2c(Cl)c3c(nc2c1)CCCC3
6,3,6,4,-28,1,-1,-15,-0.4,-3,O=S(=O)(c1cccc(-c2csc(-c3ccccc3)n2)c1)N1CCOCC1
-9,-244,12,-9,-194,-6,-4,-10,0.0,6,Cc1ccc(NC2=CC(=O)CC(C)(C)C2)c(N)c1
3,-3,2,1,2,4,3,-3,-0.2,-10,CC(C)c1ccc(NC(=O)N2CCc3ccccc3C2)cc1
-15,4,1,-6,3,5,7,-2,0.2,-13,Cc1cc(C(=O)NCCCN2CCCC2=O)cs1
11,-28,1,-20,-11,1,-4,-4,-3.4,-3,COCCNC(=O)[C@H]1N2C(=O)c3c(ccc(OC)c3OC)C2SC1(C)C (stereo partly specified)
-5,2,7,-2,2,-2,0,-2,0.4,3,CCCN(CC1CC1)c1nc(C)nc(Nc2c(Cl)cc(Cl)cc2Cl)c1Cl
-6,-105,-2,-93,-86,-2,0,1,-19,0,Cc1c(C)c2ccc(OS(C)(=O)=O)cc2oc1=O
-2,-52,-4,3,-30,-1,-1,6,-3.1,4,CN1CCN(c2ccccc2NC(=O)c2ccc(-c3cccc(Cl)c3)o2)CC1
16,-10,1,1,2,-1,4,15,0.2,-5,CSCCC(NC(=O)COc1ccccc1)C(=O)N1CCN(c2cccc(C(F)(F)F)c2)CC1 (stereo unspecified)
-16,1,5,0,-1,0,-5,1,-0.3,10,Cc1nc2ccccc2c2oc(C(=O)N3CCN(C(=O)c4ccco4)CC3)cc12
-7,3,-2,3,6,2,-4,-8,0.1,-1,COC(=O)[C@]1(C)N[C@H](CN(C)S(=O)(=O)c2ccc(OC)cc2)[C@@H]2C(=O)N(C)C(=O)[C@@H]21
7,1,-9,-3,3,6,1,-9,0.1,-11,O=C(COC(=O)Cn1cnc2ccccc2c1=O)NCc1ccccc1Cl
-7,-9,6,-4,-1,3,-2,-1,0.1,4,COCC(C)n1c(SCc2cc(C(=O)OC)c(C)o2)nc2ccccc2c1=O (stereo unspecified)
0,1,-7,5,-2,-3,-3,-2,0.5,5,Cc1ccc(C2CC2C(=O)NNC(=S)Nc2cccc(C)c2)cc1 (stereo unspecified)
-13,-9,-2,-5,2,-2,0,-2,-0.8,7,CC(CNC(=O)CCn1c(=O)c2cccn2c2ccc(F)cc21)c1ccccc1 (stereo unspecified)
2,-7,-2,2,-4,2,-1,0,1.1,-3,COC(=O)C1=C(C)OC(N)=C(C#N)C1c1ccco1 (stereo unspecified)
1,-4,7,3,-2,-1,-5,-2,0.8,6,O=C(Nc1ccccc1)C1CCN(S(=O)(=O)c2cccs2)CC1
1,-8,-1,-3,0,0,2,-12,-0.2,4,CSc1nnc(NC(=O)c2ccc3c(c2)OCO3)s1
7,-1,-4,0,2,0,-2,-5,-0.4,3,Cc1c(Cl)cccc1NC(=O)CCN1C(=O)NC(C)(C)C1=O
0,-294,-6,-104,-183,2,-3,12,-0.4,-4,COc1ccc(C2C(C#N)=C(C)NC(C)=C2C(=O)OC(C)C)c(OC)c1 (stereo unspecified)
-4,4,-2,3,4,0,-6,4,-0.4,-2,CCCCn1nnc(NC(=O)c2cc3ccccc3o2)n1
3,-1,5,2,-1,0,-1,0,0.1,7,CC(C)C(c1nnnn1C(C)(C)C)N1CCN(c2cccc(Cl)c2)CC1 (stereo unspecified)
-6,-10,1,-5,1,0,5,-4,0.3,2,COc1ccc(CNC(=O)C2CCN(S(=O)(=O)c3ccc4c(c3)NC(=O)C(C)S4)CC2)cc1 (stereo unspecified)
-1,1,-2,-2,4,-3,1,11,-0.3,8,OC(CCN1CCCCC1)(c1ccccc1)C1CCCCC1 (stereo unspecified)
4,-2,-6,1,-2,-3,-2,9,0.4,-3,Nc1nnc(CC(=O)N/N=C/c2cccc(OCCOc3ccccc3)c2)s1
2,1,-14,2,3,-2,-7,5,-0.3,-5,COC(=O)[C@H](CCSC)NC(=O)N1CCC(C)CC1
3,-6,-1,-3,0,2,0,-13,0.5,-6,COc1ccc(Cl)cc1NC(=O)CN1CCN(Cc2ccccc2)CC1
-2,-4,3,-1,1,-2,3,-3,-0.3,4,Cc1ccc(C2CC(=O)c3cnn(-c4nc(C)cc(C)n4)c3C2)cc1 (stereo unspecified)
3,0,-4,1,1,0,-2,-1,-0.4,-1,CCOC(=O)c1c(C)c(C(=O)NCc2ccco2)c(C)n1C
-6,3,-1,-3,3,1,-3,7,0.5,9,COc1ccc(CN(C(=O)COc2ccc(C)c(C)c2)C2CCS(=O)(=O)C2)cc1OC (stereo unspecified)
-11,0,5,-3,1,0,-9,-5,-0.6,-9,O=C(Cn1c(CO)nc2ccccc21)Nc1ccc2c(c1)OCCCO2
6,-15,2,-7,1,3,7,6,-0.4,-9,COc1cccc(C2=NOC(C(=O)Nc3cc(C)on3)C2)c1 (stereo unspecified)
4,-3,-1,0,0,-3,2,-10,0.3,-6,CC(C)(C)c1ccc(S(=O)(=O)N2CCN(CC(O)COCC3CCCO3)CC2)cc1 (stereo unspecified)
15,-5,-4,-6,-1,1,5,4,0.3,9,CS(=O)(=O)c1ccc(Cl)c(NC(=O)Cc2c(F)cccc2Cl)c1
4,-6,5,-1,-3,12,3,-6,0.8,0,COc1cccc(NC(=O)CN(C)C(C)C(=O)Nc2cc([N+](=O)[O-])ccc2Cl)c1 (stereo unspecified)
8,2,-3,8.9*,6,-8,2,6,0.0,1,Cc1ccc(NC(=S)c2nc3ccccc3[nH]2)c(C)c1
-13,-2,-2,-3,-3,-1,-3,-3,-0.3,3,CCN(CC)S(=O)(=O)c1ccc(N2CCCC2)c(NC(=O)CN2C(=O)NC3(CCCC3)C2=O)c1
3,-8,-3,-1,-5,1,3,11,0.0,-3,Cc1ccc2c(C(=O)CN3CCCC(C)C3)c(C)[nH]c2c1 (stereo unspecified)
-9,-2,4,0,2,0,3,-6,0.0,-3,OC(c1ccc(F)c(F)c1)c1ncc(-c2ccc(Cl)cc2)[nH]1 (stereo unspecified)
18,4,0,3,6,1,0,-2,0.2,0,c1ccc(-c2cnnc(N3CCOCC3)n2)cc1
